High-throughput results (PubChem BioAssay)
GFP derepression = epigenetic GFP locus derepression in mouse cells; mouse C127i GFP locus derepression, cytometry, 30 h; Potency, µM (highest dose often 46.1 µM), inactives show at the top dose GFP derepression (activation); 68,000 tested, 0.09% active; also: % of control where 0% means no effect
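Read-out is the number of GFP-positive cells, scored as fluorescent objects 20 to 120 um wide, reflecting derepression of a silenced CMV-GFP reporter in murine C127i cells after 30 h compound exposure at 37 C.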
Fluorescein autfl = fluorescein region autofluorescence | Compound autofluorescence, 480/540 nm, fluorescein-equivalent; hits give high values | max fluorescein-equivalent concentration, M | 59,000 tested, 0.91% active | AID 593; in the data active = max fluorescein-equivalent concentration above about 10 nM; inconclusive = between about 1.1 nM and that limit
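Read-out is intrinsic compound fluorescence at 480/540 nm (excitation/emission), expressed as dye-equivalent concentration using a fluorescein standard series run on every plate. Compounds sat 15 min at room temperature in 100 mM Tris, pH 8.0.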
4-MU autofl = 4-MU region autofluorescence; compound autofluorescence, 340/450 nm, 4-MU equivalents; hits give high values; max dye-equivalent concentration, M; 59,000 tested, 11% active; AID 589; in the data active = max dye-equivalent concentration above about 10 nM; inconclusive = mostly about 1.1 nM to 9.6 nM
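Intrinsic fluorescence at 340/450 nm (ex/em) was read after 15 min at room temperature in pH 8.0, 100 mM Tris. Each compound concentration expressed as 4-MU-equivalent concentration from a six-point 4-MU standard series on each plate.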
Casp1 inh = caspase-1 (human) inhibition, allosteric or competitive | Potency, µM (doses to about 57.5 µM), without a hit: at the top dose activity change, negative = inhibition, usual class: inhibitors | P29466 | AID 900 | 75,000 tested, 0.03% active | Caspase-1 enzyme, Ac-WEHD-AFC fluorogenic rate;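 also: potency is read from the fitted curve at half-maximal effect; plate controls were vehicle for no effect and no substrate for full effect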
UbGFP stabilizer = inhibits proteasome, raising ubiquitin-GFP reporter fluorescence; Potency, µM (titrated, usually from 45.9 µM), without a hit: top-dose activation (GFP accumulation), usual class: activators; Ubiquitin-GFP reporter cells, proteasome inhibition, GFP fluorescence; response scale: untreated = 0%, 10 µM MG-132 = 100%; 67,000 tested, under 10 active; active = well fitted activation curve with a large enough effect, not every such curve was filed as active; inconclusive = small, poorly fitted or top-dose-only effect, or another doubt; inactive = no such curve, though single readings can be large or run the other way; also: potency is read from the fitted curve at half-maximal effect
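U2OS cells stably expressing ubiquitin(G76V)-GFP, seeded overnight in 0.5% FBS medium, were exposed to compounds (qHTS, 46 uM to 2.9 nM) for 4 hr at 37 °C. GFP-positive cells were counted by laser cytometry (488 ex/515 em), normalized between basal and 10 uM MG-132.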
A350 fluor = A350 region autofluorescence. Compound autofluorescence, 340/450 nm, Alexa 350 dye-equivalents; hits give high values. max dye-equivalent concentration, M. 59,000 tested, 11% active. AID 590; in the data active = max dye-equivalent concentration above about 10 nM; inconclusive = mostly about 1.1 nM to 9.6 nM
Casp7 inh = blocks human caspase-7 allosterically or competitively; 75,000 tested, 0.02% active; Potency, µM (doses to about 57.5 µM), inactives show at the highest dose activity change, negative = inhibition, usual class: inhibitors; AID 889; P55210; recombinant caspase-7, Ac-DEVD-AFC fluorescence rate; active = well fitted inhibition curve with a large enough effect in the main read-out, with a control signal flat, not every such curve was filed as active; inconclusive = small, poorly fitted or top-dose-only effect, or a change in a side signal; also: potency is read from the fitted curve at half-maximal effect; % of control where 0% means no effect
BRCT inh green = BRCA1 BRCT-phosphoprotein interaction inhibition | Potency, µM (series often up to 76.9 µM), for inactives: at the top dose activity change, negative = inhibition, hits mostly inhibitors | P38398 | AID 875 | BRCA1 BRCT-phosphopeptide binding, green fluorescence polarization | 75,000 tested, 0.05% active;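 also: potency is read from the fitted curve at half-maximal effect; plate controls were peptide without protein for full effect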
Target sequence (P38398 whole entry, looked up): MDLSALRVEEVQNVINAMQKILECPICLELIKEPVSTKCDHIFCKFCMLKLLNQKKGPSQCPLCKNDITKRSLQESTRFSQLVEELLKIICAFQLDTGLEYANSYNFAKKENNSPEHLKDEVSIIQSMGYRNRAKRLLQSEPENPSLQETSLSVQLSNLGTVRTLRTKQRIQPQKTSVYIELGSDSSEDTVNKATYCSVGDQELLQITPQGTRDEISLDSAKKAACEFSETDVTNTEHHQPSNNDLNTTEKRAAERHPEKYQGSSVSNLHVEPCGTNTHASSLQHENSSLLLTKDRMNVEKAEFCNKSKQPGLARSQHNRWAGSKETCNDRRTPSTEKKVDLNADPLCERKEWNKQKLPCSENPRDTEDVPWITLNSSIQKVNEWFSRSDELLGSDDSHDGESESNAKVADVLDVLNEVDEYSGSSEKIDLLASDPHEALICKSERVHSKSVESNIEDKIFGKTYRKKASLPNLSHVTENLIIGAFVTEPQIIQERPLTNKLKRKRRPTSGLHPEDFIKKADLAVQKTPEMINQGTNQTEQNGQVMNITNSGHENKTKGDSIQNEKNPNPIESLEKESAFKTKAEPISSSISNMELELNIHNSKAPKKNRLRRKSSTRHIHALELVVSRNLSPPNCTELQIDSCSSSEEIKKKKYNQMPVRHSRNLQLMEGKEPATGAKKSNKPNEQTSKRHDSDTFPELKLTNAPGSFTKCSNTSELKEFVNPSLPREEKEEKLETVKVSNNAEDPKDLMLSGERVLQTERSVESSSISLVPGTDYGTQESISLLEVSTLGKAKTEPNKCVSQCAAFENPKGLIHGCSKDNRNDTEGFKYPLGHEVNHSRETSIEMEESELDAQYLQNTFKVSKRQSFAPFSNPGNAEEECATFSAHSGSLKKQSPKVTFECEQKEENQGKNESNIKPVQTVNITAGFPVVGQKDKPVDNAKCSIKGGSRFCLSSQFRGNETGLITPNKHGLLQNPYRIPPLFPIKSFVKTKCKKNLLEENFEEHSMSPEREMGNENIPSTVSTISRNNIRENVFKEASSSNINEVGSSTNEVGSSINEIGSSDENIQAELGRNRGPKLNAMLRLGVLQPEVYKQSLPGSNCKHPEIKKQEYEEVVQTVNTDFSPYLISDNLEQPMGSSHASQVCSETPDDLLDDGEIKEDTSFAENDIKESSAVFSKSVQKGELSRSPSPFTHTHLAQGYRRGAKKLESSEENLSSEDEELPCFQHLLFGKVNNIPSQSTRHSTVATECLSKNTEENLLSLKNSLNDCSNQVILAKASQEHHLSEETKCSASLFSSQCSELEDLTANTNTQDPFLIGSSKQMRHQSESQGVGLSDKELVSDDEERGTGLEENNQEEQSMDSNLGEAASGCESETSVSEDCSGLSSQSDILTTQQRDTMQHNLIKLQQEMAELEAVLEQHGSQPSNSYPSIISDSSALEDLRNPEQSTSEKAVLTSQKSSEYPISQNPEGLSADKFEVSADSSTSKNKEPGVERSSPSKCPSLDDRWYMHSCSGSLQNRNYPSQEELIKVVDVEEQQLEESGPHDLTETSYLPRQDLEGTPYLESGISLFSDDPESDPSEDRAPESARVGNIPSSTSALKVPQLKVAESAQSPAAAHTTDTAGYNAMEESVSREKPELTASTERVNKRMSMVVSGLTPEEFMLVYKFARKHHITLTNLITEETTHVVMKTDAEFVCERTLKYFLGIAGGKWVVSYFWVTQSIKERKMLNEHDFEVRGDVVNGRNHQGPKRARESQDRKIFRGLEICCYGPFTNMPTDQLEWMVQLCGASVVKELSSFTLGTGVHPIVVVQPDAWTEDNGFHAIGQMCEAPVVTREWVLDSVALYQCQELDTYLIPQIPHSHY
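Compounds were incubated for 12 min at room temperature with a complex of 100 nM fluorescein-tagged pBACH1 decapeptide and 250 nM His-tagged BRCT protein. Buffer was phosphate pH 7.3 with EDTA, DTT and Tween 20. Disruption of binding lowers the polarization signal.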
BRCT inh red = BRCT-phosphoprotein interaction inhibition (red fluorophore); BRCT-phosphopeptide binding, red fluorescence polarization; 75,000 tested, 0.03% active; Potency, µM (titrated, usually from 76.9 µM), inactives show at the top dose activity change, negative = inhibition, actives largely listed as inhibitors; P38398; also: % is scaled to controls: 0 for no effect and ±100 for the full control effect
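Rhodamine-labelled pBACH1 10-mer (100 nM) bound to BRCT domain (100 nM) at pH 7.3; compounds incubated 12 min room temperature, polarization read. Free peptide defines full inhibition; unlabelled decapeptide titrated as control.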
USP2a inh = inhibitors of human ubiquitin-specific protease USP2a; O75604; USP2a enzymatic assay, qHTS inhibition; Potency, µM (series often up to 38.3 µM), without a hit: at the top dose activity change, negative = inhibition, hits mostly inhibitors; 60,000 tested, 0.1% active;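 also: potency is read from the fitted curve at half-maximal effect; nearly all actives have a fitted effect of over 60% in size; plate controls were DMSO for no effect and NEM full inhibition control for full effect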
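USP2 core (20 nM final) was preincubated with compound for 30 min at RT in 20 mM Tris-HCl pH 8.0, 2 mM CaCl2, 2 mM beta-mercaptoethanol; Ub-PLA2 (20 nM) plus NBD C6-HPC (20 uM) then added, fluorescence read after 2.5 h.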
HEK293 cAMP ctrl = counter-screen for TSHR agonists: cAMP increase in parental HEK293. Potency, µM (doses to about 57.1 µM), inactives show at the top dose activation, actives largely listed as activators. parental HEK293 CNG cAMP sensor, membrane potential fluorescence. AID 938. 73,000 tested, 2.5% active; also: potency is read from the fitted curve at half-maximal effect; % of control where 0% means no effect; nearly all actives have a fitted effect of over 55% in size
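Parental HEK 293 cells stably expressing a modified CNG channel (no TSHR) report cAMP rise as membrane depolarization. Membrane potential dye with 100 uM RO 20-1724 was loaded for 60 min at room temperature, then compound added for 30 min; fluorescence read at 590 nm.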
* marks the source's active call; other numbers are inactive results; i = inactive; u = inconclusive; x = not tested or not shown; [ ] = dose if it differs, or a comment. Unless noted, calls follow the shape of the dose curve; as a rule, active = well fitted curve in the direction sought with a large enough effect; inconclusive = small, poorly fitted or top-dose-only effect, or another doubt; inactive = no such curve, though single readings can be large; an effect the other way counts as inactive or inconclusive.

mol,USP2a inh,Casp7 inh,A350 fluor,GFP derepression,Casp1 inh,HEK293 cAMP ctrl,UbGFP stabilizer,Fluorescein autfl,4-MU autofl,BRCT inh green,BRCT inh red
COc1ccccc1-n1c(SCC(=O)Nc2ccc3c(c2)OCO3)nc2c(c1=O)SCC2,29%,0%,i,1%,-1%,15%,-11%,i,i,-0.8%,0.0%
O=C(COC(=O)C12CC3CC(CC(O)(C3)C1)C2)N1CCN(S(=O)(=O)c2ccc(Cl)cc2)CC1,29%,-2%,i,0%,-1%,-3%,-11%,i,i,-0.9%,0.3%
O=C1C2ON(c3ccccc3)C(c3ccncc3)C2C(=O)N1c1ccc(N2CCOCC2)cc1 (stereo not drawn),x,-1%,x,-2%,2%,18%,7%,x,x,-4.8%,-0.9%
Cc1ccc(C)c(NC(=O)C(Sc2nncn2C)c2ccccc2)c1 (stereo not drawn),11%,-1%,i,0%,1%,-7%,1%,u,i,-1.1%,-0.5%
COc1ccc(-c2nc(C#N)c(NCC3CCCO3)o2)cc1OC (stereo not drawn),4%,1%,3.1e-08M*,6%,-1%,0%,-3%,i,2.6e-08M*,0.6%,1.6%
CCOC(=O)c1ccc(NC(=O)COC)cc1,3%,1%,i,4%,3%,3%,1%,i,i,-2.9%,0.2%
N[C@@H](Cc1cccc([N+](=O)[O-])c1)C(=O)O,x,0%[11.5 µM],i,0%[9.22 µM],6%[11.5 µM],5%[11.4 µM],-5%[9.17 µM],i,i,0.6%[15.4 µM],-1.0%[15.4 µM]
Nc1nc(N)c2[nH]c(CNc3ccc(C(=O)O)cc3)nc2n1,x,1%[11.5 µM],i,2%[9.22 µM],-1%[11.5 µM],9%[11.4 µM],-3%[9.17 µM],u,i,1.7%[15.4 µM],1.2%[15.4 µM]
Cc1nn(-c2ccc(Cl)cc2)c2sc(C(=O)N3CCN(C(=O)c4ccco4)CC3)cc12,-3%,0%,i,1%,1%,4%,2%,i,i,-5.5%,-0.4%
O=c1nc(-c2ccccc2)n(-c2ccccc2)c2ncccc12,6%,-1%,i,0%,-3%,11%,x,i,i,-5.8%,0.7%
Cc1cc(NC(=O)CSc2nnc3c(C)cc4ccccc4n23)no1,9%,-2%,i,1%,1%,6%,-3%,i,i,-1.5%,1.7%
Cc1cc(NC(=O)C2CC(=O)OC2c2ccccc2)no1 (stereo not drawn),-8%,-1%,i,-1%,0%,3%,-9%,i,i,-3.2%,0.7%
COC(=O)[C@@H]1C[C@H]1[C@@H](NC(=O)c1cnccn1)c1ccccc1,x,-1%,x,x,-2%,19%,x,x,x,-5.4%,2.3%
O=C1c2cccc3cccc(c23)C(=O)N1c1nccs1,1%,-2%,x,-2%,-3%,-3%,-4%,x,x,-3.3%,-0.7%
CN(C(=O)CSc1nc2c(c(=O)[nH]1)CCCC2)C1CCCCC1,-9%,2%,i,6%,2%,25%,2%,u,i,-2.4%,-1.2%
COc1ccc(S(=O)(=O)N2CCN(CC(=O)Nc3ccc(F)c(F)c3)CC2)cc1,29%,2%,i,4%,-1%,11%,1%,u,i,-3.1%,-2.9%
O=c1c(-c2cccc(F)c2)nc2cncnc2n1C1CC1,1%,-3%,i,5%[9.22 µM],-3%,17%,-3%,i,i,-2.4%,-0.6%
O=C(CSc1nc2ccccc2o1)N1CCN(C(=O)c2ccco2)CC1,-2%,-5%,i,-1%,2%,0%,3%,i,i,-0.9%,-0.2%
CCOC(=O)N1CCN(C(=O)CN(C)S(=O)(=O)c2ccc3c(c2)C(C)(C)C(=O)N3C)CC1,4%,2%,i,-1%,3%,-1%,-3%,i,i,0.5%,0.5%
COc1ccc(-c2ccc(SCC(=O)NCc3ccco3)nn2)cc1OC,x,0%,i,-1%,-2%,11%,3%,u,i,0.7%,-2.9%
COc1ccc(/C=N/n2cnnc2)cc1COc1ccccn1,-6%,1%,i,0%,1%,3%,9%,i,i,0.0%,-1.7%
CC(C)C(NC(=O)CC12CC3CC(CC(C3)C1)C2)C(=O)O (stereo not drawn),-3%,-2%,i,-2%,0%,11%,-4%,i,i,0.0%,-0.5%
CC(C)N(C(=O)CSc1nn2c(=O)c(C(C)(C)C)nnc2s1)c1ccccc1,3%,-3%,i,2%,-2%,11%,-3%,u,i,-1.0%,-0.5%
CC1CN(C(=O)c2cccs2)CCN1C(=O)c1cccs1 (stereo not drawn),-6%,-1%,i,11%,-1%,32µM*,6%,u,i,-5.1%,-2.7%
CS(=O)(=O)N1CCC2(CCCN(c3ccccn3)C2)CC1,4%,-1%,i,2%[9.22 µM],-1%,u,-7%,i,i,-1.1%,-0.6%
CCN(CC)S(=O)(=O)c1ccc(NC(=O)C2COc3ccccc3O2)cc1 (stereo not drawn),11%,1%,i,0%,-2%,22%,0%,u,i,-0.7%,0.4%
Cc1cc(NC(=O)COc2nnc(-c3ccccc3)c3ccccc23)no1,21%,-3%,i,0%,0%,u,-5%,u,i,-2.2%,-0.1%
c1ccc2[nH]c(CSc3nc4ccccc4o3)nc2c1,x,-1%,x,x,-2%,0%,x,x,x,4.0%,-0.7%
Cc1cc2n(n1)C(c1ccc(O)cc1)Nc1ccccc1-2 (stereo not drawn),1%,-29%,3.1e-08M*,-2%,-9%,-8%,-4%,i,2.2e-08M*,6.2%,-0.6%
O=C(Nc1ccc2c(c1)OCO2)c1ccc(COc2ccc3c(c2)CCC3)o1,26%,-1%,i,2%,-3%,u,3%,i,i,-1.4%,-0.3%
O=C1c2ccccc2NC(c2ccc(F)cc2)N1Cc1ccco1 (stereo not drawn),9%,-12%,4.4e-07M*,-2%,-12%,u,17%,i,7.1e-07M*,-2.6%,0.5%
CN1CCN2c3ccccc3Cc3ccccc3[C@@H]2C1,53%[activator][17.1 µM],0%,u,-1%,-1%,u,3%,u,u,0.5%,0.0%
COc1nc2c(C)cccc2cc1-c1noc(-c2ccncc2)n1,6%,0%,u,0%,1%,12%,2%,i,i,-3.6%,-1.6%
NC(=O)c1sc2nccc(Nc3ccccc3)c2c1N,7%,-9%,1.5e-08M*,3%,-10%,u,1%,u,1.4e-08M*,2.2%,-1.6%
COC(=O)c1c(NC(=O)CSc2nnc(-c3cccnc3)n2Cc2ccco2)sc(C)c1C,31%[activator],-3%,i,-1%,1%,13%,22%,i,i,1.8%,1.3%
CC1CN(C(=O)c2ccccc2)OC(c2ccc3c(c2)OCO3)O1 (stereo not drawn),8%,0%,i,3%,1%,21%,0%,i,i,-1.0%,0.1%
Cc1cc(SCNC(=O)c2ccccc2)ncn1,-5%,-2%,x,u,-2%,17%,-4%,x,x,-2.0%,-3.7%
COc1ccc(CCNC(=O)C2(C)CCC(=O)N2Cc2ccc3c(c2)OCO3)cc1OC (stereo not drawn),x,0%,x,x,1%,6%,9%,x,x,-0.3%,0.5%
c1ccc2nc3[nH]cnc3nc2c1,-5%,0%,2e-07M*,4%,1%,5%,9%,i,1.8e-07M*,-2.1%,-0.8%
O=C(NCc1cccs1)c1ccc2c(c1)ncn2C1CCCC1,-4%,0%,i,1%,0%,1%,-2%,u,i,0.8%,0.4%
Cc1nc2scc(-c3cccs3)c2c(=O)o1,-3%,1%,x,-2%,1%,17%,17%,x,x,-0.4%,-1.9%
COc1ccc(-n2nnnc2SCC(=O)N2C(C)CCCC2C)c(OC)c1 (stereo not drawn),5%,-1%,i,-2%,-2%,5%,4%,u,i,-0.1%,0.6%
Cc1ccc(OCC(=O)NCc2ccco2)cc1C,19%,1%,i,2%,-1%,14%,4%,u,i,-0.4%,-2.4%
Cc1ccc(S(=O)(=O)Nc2cc(=O)[nH]c3c2CCC3)cc1,x,0%[11.5 µM],i,9%[9.22 µM],-1%[11.5 µM],1%[11.4 µM],9%[9.17 µM],i,i,-0.8%[15.4 µM],1.4%[15.4 µM]
c1ccc(OCc2nc(-c3ccccc3)no2)cc1,-3%,-1%,i,3%,-1%,18%,0%,i,i,-0.7%,-1.0%

This is a subset; the hit share may differ from the screen's.
